mcGAS RapidFire = mouse cGAS inhibition by mass spec; AID 1259397; recombinant mouse cGAS, cGAMP by RapidFire MS; 0.18% of 130,000 active; inhibition, % at 12.5 µM;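 active means inhibition of cGAS enzyme activity at or above 60%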;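 further: enzyme stimulated by 45 bp dsDNA with ATP and GTP substrates; cGAMP share of summed cGAMP plus half ATP and half GTP signals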
Target sequence (Q8C6L5 whole entry, looked up): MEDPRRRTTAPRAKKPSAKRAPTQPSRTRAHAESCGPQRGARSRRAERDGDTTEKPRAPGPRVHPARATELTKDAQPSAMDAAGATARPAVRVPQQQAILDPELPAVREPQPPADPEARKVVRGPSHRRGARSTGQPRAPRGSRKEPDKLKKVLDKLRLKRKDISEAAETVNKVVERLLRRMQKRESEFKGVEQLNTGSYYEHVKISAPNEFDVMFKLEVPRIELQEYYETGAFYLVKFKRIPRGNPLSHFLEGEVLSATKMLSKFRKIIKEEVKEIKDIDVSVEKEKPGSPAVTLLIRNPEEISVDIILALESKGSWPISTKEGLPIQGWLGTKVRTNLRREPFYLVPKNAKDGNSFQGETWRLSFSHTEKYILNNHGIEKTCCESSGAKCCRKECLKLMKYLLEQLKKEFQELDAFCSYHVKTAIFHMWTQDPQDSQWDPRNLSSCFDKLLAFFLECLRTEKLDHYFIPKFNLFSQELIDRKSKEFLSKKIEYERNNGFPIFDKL
* marks the source's active call; other numbers are inactive results; & = joins results of further samples. A portion of the library; count on the stated rates, not on these rows.

entry	canonical_smiles	mcGAS RapidFire
1	Cc1ccc(C2=N/C(=C\C=C\c3ccccc3)C(=O)O2)cc1	32
2	CCOc1ccc(C(=O)Nc2cccc(C3(C)NC(=O)NC3=O)c2)cn1 (centres undefined)	-16
3	COc1ccc2cc(C(=O)OCC(=O)NCc3ccco3)ccc2c1	0
4	CCOC(=O)c1[nH]c(C)c(C(C)=O)c1C	3
5	NC(=O)C1CCN(C(=O)CSc2nnc(N)s2)CC1	15
6	Cc1noc(C)c1Cn1c(C)c(C(=O)NCc2ccc(F)cc2)sc1=O	-5
7	COc1cccc(CN(C)CC(=O)c2c[nH]c(C(=O)N3CCCC3)c2)c1	-4
8	CC(C)(C)c1ccc(-c2cc(NCCc3cccnc3)n3nccc3n2)cc1	-7
9	Cc1ccc(CN2CCN(Cc3cnc(-c4ccccc4C)nc3)CC2CCO)o1 (centres undefined)	-6
10	CN(C)Cc1ccccc1S(=O)c1cccc(O)c1 (centres undefined)	-3
11	Cc1ccsc1CN(CC(C)C)C(=O)c1cc2ncc(CCO)cn2n1	-10
12	Oc1c(Cl)cc(Cl)cc1CNCCN1CCCC1	-2
13	Cc1c(C(=O)NCc2nccn2Cc2ccccc2)cnn1-c1ccccn1	-20
14	CCn1ccnc1C(CCc1ccccc1)OC(=O)c1csc(-c2ccoc2)n1 (centres undefined)	-4
15	CN1CC(NC(=O)NC2CCc3cc(Cl)ccc32)CCC1=O (centres undefined)	-4
16	Cc1ccc(C2CC(c3cccnc3)=Nc3nc(C(F)(F)F)nn32)cc1 (centres undefined)	-4
17	Cn1c(N)c(C(=O)CC#N)c(=O)n(C)c1=O	-6
18	O=c1[nH]c(=O)n(Cc2nc(Cc3ccccc3)no2)cc1Cl	-14
19	COCc1cccc(-c2csc(C(C)(NC(C)=O)c3ccc(OC)cc3)n2)c1 (centres undefined)	5
20	COc1cc(N2CCOCC2)ncn1	4
21	OCCC1CN(Cc2ccc(Cl)cc2)CCN1C1CCCC1 (centres undefined)	-5
22	Cc1ccc(C(=O)NNC(=O)c2c(-c3ccccc3)noc2C)c(C)c1	-7
23	COc1ccc(NC(=O)CCC2CCCN(C(=O)c3cc(C)nn3C)C2)cc1Cl (centres undefined)	-6
24	Cc1cc(NC(=O)COC(=O)c2oc3c(C)ccc(C)c3c2C)n(C)n1	-4
25	CN1C[C@@H]2CC[C@H](CC1=O)N2S(=O)(=O)N1CCOCC1	-35
26	O=C(c1cnn2ccccc12)N1C[C@H]2OC(=O)N(Cc3ccccn3)[C@H]2C1	-12
27	O=c1[nH]ncc(NCc2ncc(-c3ccc(F)cc3)[nH]2)c1Cl	-22
28	CC(=O)c1cccc(S(=O)(=O)N2CCN(Cc3cccc(F)c3F)CC2)c1	-3
29	Cc1cc(C(=O)CSc2nc(N)nc(N)n2)c(C)n1C1CCS(=O)(=O)C1 (centres undefined)	-4
30	O=S1(=O)N=C(Nc2ccccc2)c2ccccc21	-5
31	CN(C)C(=O)c1cccnc1SCC(=O)Nc1cccc([N+](=O)[O-])c1	-8
32	COc1cc(Cl)c(NC(=O)c2ccco2)cc1OC	-10
33	CS(=O)(=O)c1ncc(CN2CCCO2)n1CC1CCCO1 (centres undefined)	7
34	Cc1nc(C(=O)N2CCC(NC(=O)C(C)C)CC2)c2n1CCCC2	-9
35	COCc1nc(C(=O)N(CC(=O)N2CCCCC2)c2ccc(C)cc2)cs1	5
36	CCOc1ccc(NC(=O)N2CCCn3cncc3C2)cc1	-13
37	COC(=O)c1ccccc1S(=O)(=O)N1[C@@H]2CC[C@H]1CN(C)C(=O)C2	-42
38	Cc1nc(C)c(CC(=O)NCCS(=O)(=O)Cc2ccccc2)c(=O)[nH]1	-6
39	Cn1c(=O)[nH]c(=O)c2c1nc(N1CCC(C(N)=O)CC1)n2CCSc1nc2ccccc2s1	-10
40	NC(=O)c1ccnc(-c2ccc(Cl)c(Cl)c2)c1	-11
41	COc1ccc(-n2cc(C(C)NS(=O)(=O)NCc3ccccc3)cn2)cc1 (centres undefined)	6
42	C=CCOn1c(=O)c(-c2ccc(Cl)cc2)[n+]([O-])c2ccccc21	0
43	O=C(c1ccncn1)N1CCc2[nH]nc(-c3ccc(-c4ccccc4)cc3)c2C1	-15
44	CC1=CS/C(=C(/C#N)C(=O)N2CCCCC2)N1c1ccccc1	7
45	CC(C)c1ccc(CC(=O)N2CCC2(C)C(=O)NS(C)(=O)=O)cc1 (centres undefined)	-9
46	O=C(NC1(C(F)(F)F)C(=O)Nc2c1c(=O)[nH]c(=O)n2-c1ccccc1)c1ccncc1 (centres undefined)	-11
47	O=C(NC1(C(F)(F)F)Oc2ccccc2O1)Oc1ccccc1	2
48	O=C(CCc1nnc(C2CCCC2)o1)N(CC1CC1)C1CCCCC1	-9

Shown as labelled records: part of the list above
40) NC(=O)c1ccnc(-c2ccc(Cl)c(Cl)c2)c1
  mcGAS RapidFire: -11

41) COc1ccc(-n2cc(C(C)NS(=O)(=O)NCc3ccccc3)cn2)cc1 (centres undefined)
  mcGAS RapidFire: 6

42) C=CCOn1c(=O)c(-c2ccc(Cl)cc2)[n+]([O-])c2ccccc21
  mcGAS RapidFire: 0

43) O=C(c1ccncn1)N1CCc2[nH]nc(-c3ccc(-c4ccccc4)cc3)c2C1
  mcGAS RapidFire: -15

(next part)
entry	canonical_smiles	mcGAS RapidFire
49	NS(=O)(=O)c1ccc(CCNC=C2CCC/C(=C\c3ccccc3)C2=O)cc1	-6
50	CC1CC(C(N)=O)c2ccccc2N1Cc1ccccc1C(F)(F)F (centres undefined)	-7
51	Cc1cnc(NC(=O)C2CCCN2c2nccs2)s1 (centres undefined)	-4
52	C#CCNC(=O)N1CCC(C2(C)OCCO2)CC1	-6
53	CC(Cc1ccc(Br)cc1)NC(=O)C1CCCC1 (centres undefined)	-1
54	O=C(NCc1cccc(OCC(F)(F)F)c1)C1CC2CCCC(C1)C2=O (centres undefined)	-7
55	CNc1cccc(-c2ccc(CC#N)cc2)n1	-3
56	Fc1ccccc1-c1nnc(SCc2cccc3ccccc23)n1C1CC1	-5
57	CCn1ccnc1-c1nccn1Cc1ccccc1Cl	-13
58	O=C1OC(c2cccc3ccccc23)=NC1=Cc1ccc2c(c1)OCO2	-8
59	Oc1ccc(Oc2ccc(C(F)(F)F)cn2)cc1	0
60	Cn1nnc2c(NCCCN3CCCC3=O)ncnc21	-13
61	Cc1ccsc1-c1nc(Cn2ccnc2-c2ccccn2)c(C)o1	-15
62	C=CCNc1nc2cc(-c3ccccc3OC)sc2c(=O)n1C	7
63	CN(C)CCNCc1csc(COc2ccccc2)n1	-9
64	COc1ccccc1NC(=O)Nc1c(-c2ccccc2)nn(C(C)(C)C)c1N	-11
65	Cc1cccc(CSC(=Nc2ccccc2)NC#N)c1	-6
66	Cc1ccc(S(=O)(=O)NC(=O)C2(C)CCN2C(=O)C2(c3ccccc3)CCCC2)nc1 (centres undefined)	-6
67	Cc1ccc(C)c(OCC(O)CN2C(=O)NC(C)(C3CC3)C2=O)c1 (centres undefined)	-4
68	CCOC(=O)Cn1c(=NC(=O)c2ccn(CC)n2)sc2c(C)cc(C)cc21	10
69	NC(=O)c1sc2nc3c(c(-c4cccs4)c2c1N)CCCCC3	-2
70	CC(C)(C#N)C(=O)Nc1ccc(Sc2nncs2)cc1	-3
71	O=c1c(SCc2ccc(Cl)cc2)c(SC2CCCCO2)cnn1-c1ccccc1 (centres undefined)	-2
72	Cn1c(CN2CCCC2c2ccsc2)nc2cc(Cl)ccc21 (centres undefined)	16
73	NC(=O)C1CCCCN1C(=O)c1ccc(Br)s1 (centres undefined)	6
74	COc1ccc(F)cc1COC(=O)c1ccc(C)c(O)c1	1
75	Cc1ccc(CN(C)C(=O)Nc2ccccc2-n2cncn2)cc1	6
76	CCn1nc(C)c(CN2CC[C@@H](N3CCN(c4ccccn4)CC3)[C@H](O)C2)c1C	-8
77	Oc1[nH]c2ccc(Br)cc2c1N=Nc1ccccn1	-10
78	C=CCc1cccc(C=Nc2cc(NC(C)=O)c(Cl)cc2Cl)c1O	-31
79	COc1cccc(-n2nnc3c(=O)n(CC(=O)N4CCOCC4)cnc32)c1	8
80	CC(=O)c1ccc(-c2nnn(Cc3ccc(C)cc3)n2)cc1	-32
81	O=c1ccc(-c2ccco2)nn1CCCNS(=O)(=O)c1ccc2c(c1)OCCO2	9
82	Cc1nc2ccccn2c1P(c1ccccc1)c1ccccc1	-9
83	C=CCn1c(N2CCCCCC2)nc2c1c(=O)n(C)c(=O)n2C	0
84	CN(C)CCC(c1ccccc1)c1ccccn1 (centres undefined)	-1&3
85	CCOC(=O)c1nn(-c2ccc(C)cc2)c(=O)cc1N1CCCCC1	-9
86	Cc1c(C(=O)NCc2ccc(C#N)cc2)sc(=O)n1Cc1ccncc1	12
87	O=C(c1csc(Nc2ccc(OC(F)F)cc2)n1)N1CCCC1	-7
88	Cc1cc(C(C)(C)C)cc(C)c1S(=O)(=O)N1CCN(C(=O)c2nccnc2N)CC1	-3
89	CCCCN(C(=O)c1ccn(C)c(=O)c1)C1CCCC1	-13
90	Oc1oc(-c2ccccc2F)nc1C=Nc1ccccc1Cl	5
91	Clc1ccc2oc(C=Cc3ccc4c(c3)OCO4)nc2c1	-11
92	CC(=O)c1c(C)[nH]c(C(=O)COC(=O)CSCc2c(C)noc2C)c1C	-1
93	COc1cc(-c2ccc(C)s2)cc2c1OCCN(Cc1cnn(C)c1)C2	-16
94	NC(=O)C(=O)N/N=C\c1ccc([N+](=O)[O-])o1	3
95	CC(C)c1ccc(OCC(=O)Nn2cnc3c(cnn3-c3ccccc3)c2=O)cc1	-4
96	CCc1cccc(OCc2nc(C(=O)O)cs2)c1	-5
97	Cc1cc(C)c2c(CC(=O)NCc3cccnc3N3CCOCC3)coc2c1	-10
98	Cc1nn(C)c(C)c1CCC(=O)N1CCCC2(CC1)CN(C)C(=O)O2 (centres undefined)	3
99	CC(Oc1ccc(F)cc1Cl)c1nnc(-c2ccccc2)o1 (centres undefined)	4
100	Cc1ccsc1C(=O)N1CCn2nc(C(=O)NCc3ccccn3)cc2C1	-17
101	CN1CCC(c2n[nH]c(=O)n2CCC(=O)O)CC1	-41
102	COc1ccc2[nH]c(C(=O)N3CCC4(CCNC4=O)CC3)cc2c1	-4
103	CC(C)CN(C(=O)CN1C(=O)NC(C)(c2ccc(Cl)cc2)C1=O)C1CCS(=O)(=O)C1 (centres undefined)	-6
104	FC(F)Sc1ccc(NC(=S)NN=CC2CC=CCC2)cc1 (centres undefined)	-3
105	CCOc1cccc2cc(C(=O)Oc3ccc(OC)cc3)c(=O)oc12	6
106	Fc1cc(F)cc(COC2CCCNC2)c1 (centres undefined)	-3
107	O=C(CCc1ccco1)NC1CC(=O)N(CCc2ccccc2)C1 (centres undefined)	-5
108	Cc1cc2c(cc1O)NC(=O)CC2C1CCNCC1 (centres undefined)	-7

Given as labelled records: entries from further up
[72] Cn1c(CN2CCCC2c2ccsc2)nc2cc(Cl)ccc21 (centres undefined)
  mcGAS RapidFire: 16

[73] NC(=O)C1CCCCN1C(=O)c1ccc(Br)s1 (centres undefined)
  mcGAS RapidFire: 6

[74] COc1ccc(F)cc1COC(=O)c1ccc(C)c(O)c1
  mcGAS RapidFire: 1

[75] Cc1ccc(CN(C)C(=O)Nc2ccccc2-n2cncn2)cc1
  mcGAS RapidFire: 6

(more compounds)
entry	canonical_smiles	mcGAS RapidFire
109	O=c1[nH]nc2nc(N3CCCCC3)nc(N3CCCCC3)n12	-4
110	CCOC(=O)C1=C(O)C(=CC2C(=O)CCCC2=O)N=C1C	-3
111	Cc1cc(CN(C)C(=O)C2CCC(=O)N(CC3CCCCC3)C2)n[nH]1 (centres undefined)	-1
112	O=C(CC1=CCCCC1)N1CCC2(CCCN(CC3CC3)C2=O)C1 (centres undefined)	2
113	COc1ccc(NC(=O)C2CC(=O)c3ccccc32)c(NC(=O)C(C)C)c1 (centres undefined)	-35
114	c1nc(C2CCNCC2)cc(N2CC3C[C@@H]4CC2C[C@H](C3)C4)n1	-7
115	CN(C)S(=O)(=O)NCC1CC(=O)N(c2ccc(F)cc2)C1 (centres undefined)	-22
116	COc1cccc2cc(CNC(C)c3ccc(F)c(F)c3)oc12 (centres undefined)	67*
117	CNC(=O)C1(C(=O)NC(C)c2ccc(Br)cc2)CCC1 (centres undefined)	2
118	CCOC(=O)c1c(NC(=O)C2CC2C)sc(C)c1C (centres undefined)	19
119	CC1=CC(=NSc2ccc(Cl)cc2)C=C(C)C1=O	-4
120	CN(C)CC1(O)CCN(C(=O)c2cccc3nccnc23)C1 (centres undefined)	-21
121	COCCN1CCN(c2nc(C(=O)Nc3ccc(NC(C)=O)cc3)cs2)C1=O	-9
122	CC(NC(=O)CSc1n[nH]c(-c2cccs2)n1)c1ccccc1 (centres undefined)	-2
123	O=c1c2nnn(Cc3ccc(F)cc3)c2ncn1Cc1ccc(Cl)cc1	7
124	C=c1ccccc1=C1C=NNC(=NCCc2nc(C)cc(C)n2)N1	0
125	CCOC(=O)C1C(C)=NC2=C(C(=O)c3ccccc32)C1c1cccc([N+](=O)[O-])c1 (centres undefined)	-5
126	CC(C)(C)n1ccc(C(=O)N2CCOC(c3ccc(Cl)cc3)C2)c1 (centres undefined)	-15
127	COc1ccc(C2c3sc(=O)[nH]c3SC3C(=O)NC(=O)C32)cc1 (centres undefined)	-2
128	Cc1ncc(C[n+]2ccccc2)c(C)n1	0
129	Nc1ccc(S(=O)(=O)Nc2ncccn2)cc1	6&8
130	CCCC(NCc1cccnc1)c1ccccc1 (centres undefined)	-6
131	O=c1[nH]ncc(N2CCN(Cc3nc4scc(-c5cccs5)c4c(=O)[nH]3)CC2)c1Cl	-27
132	CC1=CC=CC2=NC(C(F)(F)F)(C(F)(F)F)N=C(c3ccccc3)N12	0
